From PubChem
LDHA block = blocks human lactate dehydrogenase A | P00338 | purified LDHA, NADH/diaphorase-resazurin fluorescence; stronger effect = lower value | activity change, % (values are at about 110 or 230 µM) | hit rate 0.15% among 480,000 | AID 1347041; in the data active = activity change below about -30%; inconclusive = mostly about -25% to -30%;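 also: plate controls were DMSO wells for no effect and wells without enzyme for full effect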
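Enzyme activity of human lactate dehydrogenase 5 (2 nM; 0.06 mM NADH, 0.2 mM pyruvate, 5 min, RT) is measured via a resazurin/diaphorase fluorescence readout of residual NADH.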
USP1 inh = blocks the human USP1/UAF1 deubiquitinase complex | Potency, µM (series often up to 57.1 µM), without a hit: at the highest dose activity change, negative = inhibition, most hits filed as inhibitors | recombinant USP1/UAF1, Ub-Rhodamine cleavage fluorescence | O94782 | AID 743255 | hit rate 0.23% among 390,000; also: potency is read from the fitted curve at half-maximal effect; % is scaled to controls: 0 for no effect and ±100 for the full control effect; nearly all actives have a fitted effect of over 60% in size; inactives centre near -12
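In this screen, compounds sit with the deubiquitinase complex (1nM) for 15 min at room temperature before Ub-Rho is added at 150nM final. Fluorescence rise is then followed for 6 reads every 60 seconds.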
Vif-APOBEC3F blk = blocks the Vif interaction with APOBEC3F; HeLa A3F-eYFP + Vif (tagged APOBEC3F with the HIV-1 protein that degrades it), YFP fluorescence increase; Potency, µM (top dose mostly 46.1 µM), inactives show at the top dose activity, negative = active; hit rate 0.2% among 390,000; AID 602313; also: potency is read from the fitted curve at half-maximal effect; % of control where 0% means no effect; nearly all actives have a fitted effect of over 65% in size
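HeLa cells stably expressing Vif plus C-terminally eYFP-tagged A3F were seeded, incubated overnight at 37 deg C, dosed with compound, incubated overnight again at 37 deg C. Yellow fluorescence (Ex 488/Em 500-530) reported blocked Vif-mediated A3F-eYFP degradation.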
TrxR1 inh = blocks rat thioredoxin reductase 1. hit rate 1% among 390,000. recombinant rTrxR1, NADPH fluorescence consumption, selenite substrate. AID 588453. O89049. Potency, µM (titrated, usually from 114 µM), without a hit: at the highest dose activity change, negative = inhibition, most hits filed as inhibitors; also: potency is read from the fitted curve at half-maximal effect; % is scaled to controls: 0 for no effect and ±100 for the full control effect; nearly all actives have a fitted effect of over 65% in size
Target sequence (O89049 whole entry, looked up): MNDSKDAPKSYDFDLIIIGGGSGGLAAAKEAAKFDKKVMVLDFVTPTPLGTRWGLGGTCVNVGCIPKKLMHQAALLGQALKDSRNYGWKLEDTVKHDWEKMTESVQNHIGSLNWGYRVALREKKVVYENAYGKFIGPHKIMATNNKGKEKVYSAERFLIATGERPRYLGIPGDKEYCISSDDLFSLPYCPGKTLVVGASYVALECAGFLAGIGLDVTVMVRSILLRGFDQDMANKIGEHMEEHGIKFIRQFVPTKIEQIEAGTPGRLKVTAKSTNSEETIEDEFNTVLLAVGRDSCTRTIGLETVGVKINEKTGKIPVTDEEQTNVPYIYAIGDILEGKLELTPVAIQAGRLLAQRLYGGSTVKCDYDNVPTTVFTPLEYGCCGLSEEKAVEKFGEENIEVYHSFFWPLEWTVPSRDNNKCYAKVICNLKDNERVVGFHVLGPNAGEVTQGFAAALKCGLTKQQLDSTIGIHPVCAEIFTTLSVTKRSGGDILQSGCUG
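Rat TrxR1 (90 nM in the dispensed reagent) was pre-reduced with 400 uM NADPH for 5 min at room temperature, then incubated with compound for 15 min. After 400 uM selenite was added, NADPH fluorescence (Ex 340/Em 450 nm) was followed for 8 min.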
Vif-APOBEC3G blk = blocks the Vif interaction with human APOBEC3G; hit rate 0.076% among 410,000; Q9HC16; AID 602310; HeLa A3G-eYFP + Vif (tagged APOBEC3G with the HIV-1 protein that degrades it), YFP fluorescence, overnight; Potency, µM (titrated, usually from 46.1 µM), for the others: at the top dose activity, negative = active, hits mostly inhibitors;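 also: potency is read from the fitted curve at half-maximal effect; % is scaled to controls: 0 for no effect and ±100 for the full control effect; nearly all actives have a fitted effect of over 60% in size; hits raise eYFP signal because A3G escapes Vif-driven loss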
Target sequence (Q9HC16 whole entry, looked up): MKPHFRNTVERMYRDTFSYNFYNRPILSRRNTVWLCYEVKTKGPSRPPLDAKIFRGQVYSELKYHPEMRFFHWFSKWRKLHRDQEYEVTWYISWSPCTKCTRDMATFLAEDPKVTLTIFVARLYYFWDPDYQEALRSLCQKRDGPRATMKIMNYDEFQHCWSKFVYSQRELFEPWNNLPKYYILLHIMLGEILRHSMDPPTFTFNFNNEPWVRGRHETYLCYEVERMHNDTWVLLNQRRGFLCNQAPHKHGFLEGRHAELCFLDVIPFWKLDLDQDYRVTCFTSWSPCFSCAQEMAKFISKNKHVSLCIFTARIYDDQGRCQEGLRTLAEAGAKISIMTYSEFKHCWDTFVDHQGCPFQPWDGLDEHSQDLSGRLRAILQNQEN
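Read-out is eYFP fluorescence (Ex 488/Em 500-530) from Vif-expressing HeLa A3G-eYFP cells; more signal means A3G escaped Vif-mediated degradation. Cells plated overnight, compound pinned in, incubated overnight at 37 deg C.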
Glioma ERSR ind = induces the endoplasmic reticulum stress response in human glioma cells | hit rate 0.02% among 420,000 | U87-MG GRP78 promoter luciferase reporter, 16 h | Potency, µM, inactives show top-dose activation, actives largely listed as activators; also: potency is read from the fitted curve at half-maximal effect; series mostly up to about 76 µM; % of control where 0% means no effect; nearly all actives have a fitted effect of over 35% in size
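Stably transfected U87-MG glioma cells carrying a GRP78-based luciferase sensor; 16 h compound incubation. Luminescence end-point read 10 min after Bright-Glo addition at room temperature.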
IDH1 R132H inh = blocks human mutant IDH1 R132H enzyme; AID 602179; O75874; hit rate 0.093% among 390,000; IDH1-R132H enzyme, NADPH consumption, diaphorase/resazurin fluorescence; Potency, µM (titrated, usually from 76.6 µM), inactives show at the top dose activity change, negative = inhibition, hits mostly inhibitors; also: potency is read from the fitted curve at half-maximal effect; % is scaled to controls: 0 for no effect and ±100 for the full control effect; nearly all actives have a fitted effect of over 65% in size
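IDH1-R132H (0.5 ug/mL dispensed) in pH 7.5 Tris buffer was preincubated 30 min with compound, then given a substrate mix of 0.016 mM NADPH and 2 mM alpha-KG for 80 min at room temperature; remaining NADPH was read by diaphorase/resazurin fluorescence.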
TrxR1 substrate = substrates of rat thioredoxin reductase 1. O89049. Potency, µM (titrated, usually from 114 µM), inactives show top-dose activity change, negative = substrate turnover. hit rate 0.01% among 390,000. purified TrxR1 substrate turnover, NADPH consumption readout; also: potency is read from the fitted curve at half-maximal effect; % is scaled to controls: 0 for no effect and ±100 for the full control effect; nearly all actives have a fitted effect of over 50% in size
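Rat TrxR1, dispensed at 90 nM, was prereduced with 400 uM NADPH (final) for 5 min at ~22 deg C, then incubated with compound 15 min before 400 uM selenite. A first-read NADPH fluorescence drop versus no-compound background flagged substrates.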
RGS4 inh = human RGS4 inhibition. hit rate 0.039% among 390,000. Potency, µM (top dose mostly 114 µM), for inactives: at the top dose activity change, negative = inhibition, actives largely listed as inhibitors. Transcreener GDP fluorescence polarization, RGS4-accelerated GTP hydrolysis. P49798; also: potency is read from the fitted curve at half-maximal effect; % is scaled to controls: 0 for no effect and ±100 for the full control effect; nearly all actives have a fitted effect of over 75% in size; some results filed as inactive show a strong effect at the top dose
Target sequence (P49798 whole entry, looked up): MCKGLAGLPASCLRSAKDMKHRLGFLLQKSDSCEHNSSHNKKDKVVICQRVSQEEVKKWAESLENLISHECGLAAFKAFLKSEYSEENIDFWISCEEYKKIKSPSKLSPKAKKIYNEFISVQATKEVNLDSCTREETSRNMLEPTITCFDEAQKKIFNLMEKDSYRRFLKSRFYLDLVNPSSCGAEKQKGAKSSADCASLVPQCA
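MLSMR compounds (23 nl, pin-transferred) preincubated 10 min at room temperature with a 500nM (2x) first reagent, then RGS4 at 900nM (2x) plus Transcreener GDP mix added; fluorescence polarization (620/688 nm) read before and after 90 min at 30 °C.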
* hit, by the source's call; ? = inconclusive; . = not tested or not shown; & = joins results of further samples; [ ] = dose if it differs, or a comment. Unless noted, calls follow the shape of the dose curve; as a rule, active = well fitted curve in the direction sought with a large enough effect; inconclusive = small, poorly fitted or top-dose-only effect, or another doubt; inactive = no such curve, though single readings can be large; an effect the other way counts as inactive or inconclusive. The list is partial; rates above refer to the full screens.

SMILES	LDHA block	USP1 inh	Vif-APOBEC3F blk	TrxR1 inh	Vif-APOBEC3G blk	Glioma ERSR ind	IDH1 R132H inh	TrxR1 substrate	RGS4 inh
CC(C)OC(=O)N(C)C[C@H]1OCc2cnnn2CCCC(=O)N([C@@H](C)CO)C[C@H]1C	-3	-28%	-17%	.	1%	-2%	4%	.	.
O=S(=O)(c1cccc(F)c1)N1CCN(c2nc(-c3cccnc3)nc3ccccc23)CC1	-2&-2	-22%	-5%	17%	-1%	-1%	-14%	3%	6%
COc1cc(NC(=O)CSc2nc(-c3ccco3)cc(C(F)(F)F)n2)cc(OC)c1OC	1	?	5%	20%	4%	-1%	14%	0%	-7%
CC(C)COc1ccc(CNC(=S)Nc2ccccc2)cc1Cl	1	-23%	0%	12%	-1%	-2%	-6%	2%	-13%[56.9 µM]
O=C(NN=C1CCCC1)c1ccccc1O	1	-18%	1%	7%[57.1 µM]	-1%	9%	3%	25%[57.1 µM]	-18%
Cc1c(N(C(=O)c2cc(=O)[nH]c3ccccc23)C(C)C)c(=O)n(-c2ccccc2)n1C	3	11%	-1%	18%	-3%	-3%	-1%	6%	-2%
CC(=O)N(Cc1ccc2c(c1)OCO2)C1CC(=O)N(CCc2ccccc2)C1=O (stereo not given)	0	2%	2%	?	1%	-3%	6%	-2%	0%
COc1ccccc1NC(=O)CCCCCN1C(=O)c2cccc3cccc(c23)C1=O	0	-8%	8%	27%[57.1 µM]	-9%	-8%	14%	15%[57.1 µM]	-9%
CC(C)c1onc(C(=O)N2CCCCCC2)c1[N+](=O)[O-]	-5	?	11%	24%	-6%	0%	-5%	7%	20%
COc1ccc([N+](=O)[O-])cc1NC(=O)c1ccccc1N(C)S(C)(=O)=O	-2	-18%	4%	-12%	9%	-3%	0%	-12%	2%
COC(=O)C1=C(C(=O)OC)[C@@H]2N(C)c3ccccc3[C@@]23C[C@@H](CO)N(C(=O)c2cccs2)C3=N1	2	19%	0%	4%	1%	-3%	2%	-9%	14%
Cc1cc2nnc(SCC(=O)NCc3cccs3)n2c(N)n1	2	-7%	-8%	4%	2%	-2%	7%	-2%	-14%
O=C(NCC1CCCO1)Nc1cccc(Cl)c1 (stereo not given)	-1	-13%	5%	5%[57.1 µM]	-2%	4%	17%	-4%	9%
Cc1csc(SCC(=O)Nc2ccc3[nH]c(=O)[nH]c3c2)n1	-1	-18%	-3%	14%[57.1 µM]	3%	-5%	6%	6%[57.1 µM]	-15%
CCc1ccc(NC(=O)c2cnn(-c3c(C)cccc3C)c2C2CCN(C(=O)OC(C)(C)C)CC2)cc1	-1	-18%	2%	12%	-2%	0%	17%	-2%	-20%
Cc1nnc(N(C)C(=O)c2cccnc2)s1	-4	1%	6%	13%	0%	-3%	-6%	5%	11%
Cc1ccc(NC(=O)NCC2CC2(Cl)Cl)cc1 (stereo not given)	0	-16%	-3%	50%[activator]	-1%	0%	13%	8%	19%
CCn1c(=NC(=O)CS(=O)(=O)c2ccccc2)sc2cccc(OC)c21	-8	-20%	8%	15%	1%	-2%	2%	12%	2%
Cc1cc(S(=O)(=O)N(Cc2ccccc2)Cc2ccc(N(C)C)cc2)ccc1-n1cnnn1	-6	?	1%	26%	1%	1%	-7%	9%	-4%
CCN(CC)CCN1C(=O)C2C(C(=O)Nc3cc(C)cc(C)c3)C3C=CC2(O3)C1C(=O)NC1CCCCC1 (stereo not given)	-11	-22%	1%	16%[57.1 µM]	-1%	0%	13%	9%[57.1 µM]	19%
CC1(C)Cc2ccccc2C(=NCC(=O)O)N1	1	-1%	9%	-38%	0%	-2%	6%	-4%[57.1 µM]	-11%
Cc1ccc(N/C=C/C(=O)c2cccs2)cc1	-6	?	2%	24%	1%	-12%	0%	2%	1%
CCS(=O)(=O)c1nc(S(=O)(=O)c2ccc(C)cc2)c(NCCCN2CCCC2=O)s1	-7	4%	7%	19%[57.1 µM]	1%	0%	-11%	6%[57.1 µM]	-4%[56.9 µM]
COc1ccccc1N1CCN(CCCCN2C(=O)C3CCCCN3C2=O)CC1 (stereo not given)	3	-8%	6%	10%[57.1 µM]	0%	-1%	3%	-7%[57.1 µM]	?
O=C(Cn1c(=O)n(Cc2nc(-c3ccccc3)no2)c(=O)c2cc3c(cc21)OCO3)Nc1cccc(C(F)(F)F)c1	5	-16%	-3%	18%	-4%	-3%	18%	4%	11%

Additional records follow.
SMILES	LDHA block	USP1 inh	Vif-APOBEC3F blk	TrxR1 inh	Vif-APOBEC3G blk	Glioma ERSR ind	IDH1 R132H inh	TrxR1 substrate	RGS4 inh
CCc1ccc(NC(=O)Cn2c(=O)oc3cc(S(=O)(=O)N4CCCCCC4)ccc32)cc1	-10	-9%	.	23%	.	.	.	0%	-8%
N/C(=C\c1ccccc1)c1ccncc1	1	.	.	-16%	-10%	-3%	.	-8%	.
Cc1ccc(C(=O)OCC(=O)NCc2ccc(F)cc2)o1	1	-20%	5%	-2%	-21%	-5%	8%	4%	5%
CC1(C)CC(N2CCOCC2)=CC(=[N+]2CCOCC2)C1	-10	1%	6%	20%[57.1 µM]	4%	0%	-1%	-2%[57.1 µM]	-48%
CC(=O)Nc1c(O)nc(SCC(=O)Nc2sc3c(c2C#N)CCCCCC3)[nH]c1=O	-4	4%	-3%	-18%	4%	-3%	-3%	-10%	-16%
Cc1cccc(C)c1NS(=O)(=O)c1ccc(NC(=O)c2ccc(Cl)c([N+](=O)[O-])c2)cc1	-6	-13%	1%	-4%	-5%	-13%	3%	-5%	2%
Cc1cccc(C)c1NC(=O)CN(C)C(=O)CC1Sc2ccccc2NC1=O (stereo not given)	-4	-4%	8%	-8%	-1%	0%	0%	-6%	-3%
O=C(NCCc1ccc(C(F)(F)F)cc1)c1ccc(Cl)nc1	4	?	-5%	40%[activator]	1%	0%	-11%	11%	6%
CCOC(=O)C1CCCN(S(=O)(=O)c2cc(OCC(N)=O)c(C)cc2Cl)C1 (stereo not given)	-3	-18%	-2%	8%	0%	-1%	9%	4%	-17%
S=C(NCCN1CCOCC1)Nc1ccc(Cl)c(Cl)c1	-7	-7%	0%	-7%	-2%	-1%	-4%	6%	-1%
COc1cc([N+](=O)[O-])ccc1N1C(=O)CC(Sc2nccc(C)n2)C1=O (stereo not given)	-3	-7%	-51%	?	4%	-3%	14%	-2%	-14%
Cc1ccccc1COc1ccc2oc(C)c(C(=O)O)c2c1	-11	-19%	5%	16%	6%	-6%	11%	8%	4%
COc1ccc(CNC(=O)C2CCCN2)cc1OC (stereo not given)	-24	-12%	3%	-20%[57.1 µM]	1%	0%	-6%	-2%[57.1 µM]	-2%
Cc1c(C#N)c2ccccc2n1CC(=O)N1CCc2ccccc2C1	-5	-11%	4%	20%	0%	-4%	0%	-4%	19%
C[C@@]12C(=O)Nc3cc(F)c(F)cc3C(=O)N1[C@H]1c3cc(Cl)ccc3OC[C@@H]1[C@@H]2c1ccccc1	-5	-25%	-7%	10%	-13%	-2%	-13%	1%	8%
Cc1cc(C)c(NC(=O)CN2CCN(c3ccccn3)CC2)c(C)c1	-3	-6%	-13%	-1%	-5%	1%	14%	1%	3%
Cc1nc(N)c2c(Cc3cccc4ccccc34)nn(C(C)(C)C)c2n1	-3	.	-28%	5%	-4%	-2%	.	1%	-11%
O=C(COC(=O)c1ccco1)c1ccc2ccccc2c1	6	-16%	.	-35%	2%	9%	6%	13%	-34%
Cc1nc2nc(NC(=O)c3ccco3)nn2c(C)c1Cl	-5	-22%	-10%	15%	1%	2%	-8%	2%	-1%
Cc1ccc(CN2CCN(Cc3ccccc3C(F)(F)F)CC2)cc1	-25	-6%	7%	11%	0%	-3%	10%	9%	9%
O=C(CSc1ccc(F)cc1)NC(=O)NCc1ccccc1	-8	-17%	0%	17%[57.1 µM]	-13%	-7%	14%	-6%	2%
COc1cccc2c(=O)n(CC(=O)NC3CCCC3)ccc12	0	7%	0%	8%	-1%	-3%	-11%	-1%	10%
O=c1oc(CCCO)cc2ccc(C#CC3(O)CCCCC3)cc12	-12	22%	2%	19%[57.1 µM]	-1%	?	-4%	16%[57.1 µM]	13%
Cc1cc(C(=O)OC2CCOC2=O)c2ccccc2n1 (stereo not given)	-9	-13%	0%	16%	2%	-5%	6%	15%	6%
O=C(Nc1ccc(Cl)cc1)C1CC(=O)n2c(nc3ccccc32)N1 (stereo not given)	-6	2%	5%	20%[57.1 µM]	0%	-7%	2%	5%[57.1 µM]	-3%
COc1ccc(CN2C(=O)c3cccnc3C2=O)cc1S(=O)(=O)N1CC(C)Oc2ccccc21 (stereo not given)	-5	-23%	2%	17%	-1%	-2%	3%	-1%	3%[56.9 µM]

Three entries out of the list above, sorted by their value in RGS4 inh, lowest first.
SMILES	RGS4 inh
O=C(COC(=O)c1ccco1)c1ccc2ccccc2c1	-34%
Cc1cccc(C)c1NC(=O)CN(C)C(=O)CC1Sc2ccccc2NC1=O (stereo not given)	-3%
Cc1ccc(CN2CCN(Cc3ccccc3C(F)(F)F)CC2)cc1	9%
